LGR2 inh – Drosophila LGR2 receptor signaling inhibition. AID 720647. HEK293 LGR2, CRE-luciferase, bursicon-stimulated, 4 h. inhibition, % at 9.99 µM. 0.35% of 380,000 active;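 active = drop in luminescence signal, shown as inhibition above about 50% in the replicate tests, limit read from the data, passing the limit was not always enough; inconclusive = probably only some replicates passing the limit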;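 also: agonist challenge used bursicon conditioned medium at about half maximal strength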
PglD inh – PglD (C. jejuni) enzyme inhibition | purified PglD enzyme, DTNB colorimetric CoA detection | inhibition, % at 12.5 µM | 0.098% of 360,000 active | AID 602405; in the data active = inhibition above about 16%, passing the limit was not always enough; inconclusive = no clear call, values can overlap the other calls; also: strong numbers were not always called active
PGC1a acetyl inh – modulators of PGC1a acetylation; U2OS PGC1a acetylation, AlphaScreen anti-acetyl-lysine; with virally co-expressed GCN5 acetyltransferase; inhibition, % at 15.6 µM; 0.17% of 350,000 active;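 active = every replicate shows inhibition of at least 40%; inconclusive = mean inhibition at least 40% but some replicate below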;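 also: 0% = neutral control wells and 100% = positive control wells; some results beyond the cut were filed as inactive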
C2C12 statin – suppression of simvastatin myotoxicity; C2C12 myotubes + simvastatin, ATP luminescence, 48 h; scaled: DMSO 0, geranylgeraniol control 100; rescue of ATP level, % at 7.49 µM; 0.78% of 330,000 active; AID 602340;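 active = mean ATP rescue above about 67%, or every replicate alone reaching that limit, limit read from the data, passing the limit was not always enough; inconclusive = no clear call, values can overlap the other calls; inactive = mean under the limit and some replicate under it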;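 also: myotubes were challenged with 10 µM simvastatin during compound exposure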
Cneo AK release – Cryptococcus neoformans lysis via adenylate kinase release; lysis activity, % at 15 µM; 0.2% of 360,000 active; C. neoformans lysis, adenylate kinase release luminescence, 4 h; normalised: neutral wells 0, clomiphene wells 100; AID 651654;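 active = mean lysis activity across replicates of at least 80%, whatever share of replicates individually reach that level; inactive = mean lysis activity below 80%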
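Test system: log-phase Cryptococcus neoformans yeast cells; Quantity: yeast cell density of 5 × 10^6 cells/mL; Buffer or medium: YPD; Doses: single compound concentration per well; Timing: 4 h at 37 °C static, read 1 h later; Measured by: AK luminescence; Read-out basis: lysis from increased AK signal; Control set: Clomiphene as positive control.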
INS-1E GSIS act – GLuc luminescence reporter in INS-1E cells, primary screen for activators of glucose-dependent secretion of insulin; INS-1E GLuc reporter insulin secretion, 2-3 h; AID 743287; 0.61% of 370,000 active; activation, % at 16.6 µM;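 active = lowest replicate activation of at least 40%, so every replicate reaches that level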;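 also: 0% = median of neutral control wells and 100% = median of IBMX positive control wells; some compounds called inactive have numbers as strong as hits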
ARNT TACC3 PPI – disrupts binding between human ARNT and TACC3. AlphaScreen His-ARNT PAS-B/GST-TACC3 binding, luminescence; TACC3 fragment carries E629A point mutation. inhibition, % at 9.99 µM. 0.66% of 390,000 active. AID 623870;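 active = mean inhibition of replicates at least 50% and at least half of replicates each reaching 50%; inconclusive = half or more replicates reach 50% but mean below 50%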;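 also: 0% = complete ARNT plus TACC3 wells and 100% = ARNT alone without TACC3; many hits fall short of the cut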
PAX8 inh HTS – PAX8 transcriptional activity inhibition; RMG-I TPO-luciferase reporter, SteadyGlo, 24 h; inhibition, % at 12.6 µM; 1.2% of 360,000 active;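 active = mean replicate inhibition at least 60% with every replicate also reaching 60%; inconclusive = only one of the two criteria is met; inactive = mean below 60% and not all replicates reaching 60%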;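 also: luciferase light reporting Pax8 driven TPO promoter activity; plate controls were median of neutral control wells for no effect and mitoxantrone controls for full effect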
* marks the source's active call; other numbers are inactive results; ? = inconclusive; / = no result given.

Below each compound: LGR2 inh, ARNT TACC3 PPI, PGC1a acetyl inh, PglD inh, PAX8 inh HTS, C2C12 statin, Cneo AK release, INS-1E GSIS act
CCOc1ccc2nc(NC(=O)C(NS(=O)(=O)c3cccs3)C(C)C)sc2c1 (stereo unspecified)
  8, -8, -4, 2, /, -12, -3, /
O=C1NC(=O)/C(=C\c2ccc(OCc3cccc(C(=O)O)c3)c(Cl)c2)N1
  83*, 4, 2, 3, 33, 6, -2, 10
C[C@H](O)C#Cc1ccc([C@@H]2[C@H](CO)N3CCCCN(S(=O)(=O)c4ccccc4)C[C@@H]23)cc1
  -2, -1, 10, 3, -13, /, 0, 6
COc1ccc(NC(=O)CN2CCN(c3ccccc3C)CC2)cc1
  4, 30, 22, -8, 15, -6, -3, -12
Cc1ccc(NC(=O)CN2C(=O)NC3(CCCC3)C2=O)nc1
  -13, -6, /, /, -8, /, /, 7
COc1ccc(C(=O)C2CCCN(C/C=C/c3ccccc3OC)C2)c(OC)c1 (stereo unspecified)
  -15, 9, /, /, -5, /, /, -10
O=C(CCCCCN1C(=O)c2ccccc2C1=O)NC1CCCC1
  /, -3, 0, 3, /, 6, 1, /
O=C(COc1ccc2c(c1)CCC2)N1CCN(c2ccc(F)cc2)CC1
  9, -7, /, -4, 11, /, 2, -37
COc1ccc(Nc2cnn(-c3nc4ccccc4s3)c(=O)c2Cl)cc1
  -28, 2, -13, 6, -7, /, 2, 4
CC(C)c1nc2sc3ccccc3c(=O)c2c(=O)n1Cc1ccccc1
  1, /, /, /, 10, 12, /, 2
COc1ccc(C(C(=O)NC2CCCC2)N(Cc2cccnc2)C(=O)c2snc(C(N)=O)c2N)cc1 (stereo unspecified)
  5, /, 3, 0, -10, -12, 6, -2
CCCCCCCCCCCCN1[C@@H](CC(C)=O)c2cc(F)ccc2S1(=O)=O
  9, -16, 0, -5, 30, 19, 8, -33
Cn1c(=O)n(C)c2cc([N+](=O)[O-])c(N3CCN(C(=O)c4ccccc4)CC3)cc21
  /, -41, -4, -5, /, 6, 2, /
COc1ccc(S(=O)(=O)N2CCSCC2)cc1C(N)=O
  -5, -1, /, 1, 4, 13, -14, 1
O=C(NC1CCCCC1)c1ccc(S(=O)(=O)N2CCCCC2)cc1
  /, -5, 9, -169, 4, -22, -2, /
CCNC(=O)C[C@H]1CC[C@H]2[C@@H](COc3ccc(NC(=O)Nc4cccc(Cl)c4)cc3C(=O)N2C)O1
  -3, -5, 0, 1, 39, 29, 1, -3
Cc1ccc(S(=O)(=O)N(C)C[C@@H]2Oc3c(NC(=O)Nc4ccc(C(F)(F)F)cc4)cccc3C(=O)N([C@@H](C)CO)C[C@@H]2C)cc1
  1, 16, 8, -3, -2, 46, -7, -10
COc1ccc(NC(=O)COc2ccccc2C(N)=O)cc1S(=O)(=O)N1CCCCC1
  15, /, 3, -6, 3, 9, 3, -3
Cc1ccc2sc(NC(=O)c3ccc(N4C(=O)CCC4=O)cc3)nc2c1C
  4, 1, -6, -6, -24, -11, 0, 11
O=C(NCC1COc2ccccc2O1)Nc1ccccc1F (stereo unspecified)
  /, -2, -6, 2, /, 16, 6, /
C[C@H](CO)N1C[C@H](C)[C@H](CN(C)Cc2cncnc2)Oc2cc(C#C[C@@H](C)O)ccc2S1(=O)=O
  -11, -10, -5, -2, 9, -12, -4, 19
Cc1cc(C)c(C)c(S(=O)(=O)N2CCC(C(=O)N(C)Cc3nc4ccccc4c(=O)[nH]3)CC2)c1C
  -8, /, /, 4, 26, -10, 3, -6
COc1ccccc1C1C2=C(CCCC2=O)N(CC(=O)O)C2=C1C(=O)CCC2
  12, 0, 9, 2, 19, 3, 4, 2
Cc1nnc(SCC(=O)Nc2nccs2)o1
  1, 17, 1, 3, -13, /, -1, -11
C[C@H](CO)N1C[C@H](C)[C@@H](CN(C)C(=O)C2CC2)Oc2ncc(C3=CCCC3)cc2C1=O
  -14, /, -26, /, /, 3, /, 7
Cc1ccc(C(=O)NC(=S)c2c(C)cc3ccccn23)cc1
  -7, /, -5, 6, -54, 39, 10, /
O=C1COc2ccccc2N1Cc1ccc(Cl)cc1
  /, -5, 0, 3, -1, 28, 0, /
CCn1c(C)nc2cc(C(=O)N/N=C/c3cccc(O)c3O)ccc21
  14, /, 16, /, -1, /, /, 10
O=C(Cn1cc([N+](=O)[O-])cn1)Nc1ccn(Cc2c(F)c(F)cc(F)c2F)n1
  /, -3, 14, -3, /, 35, 4, /
CC(=O)CSc1nnc(CSc2ncccn2)n1C1CCCCC1
  /, 13, -10, 0, /, -6, 5, /
Cn1cnc(S(=O)(=O)N2CCCCN3[C@H](CO)[C@H](c4ccc(-c5ccccc5)cc4)[C@H]3C2)c1
  11, -3, 3, 1, -10, /, -1, -7
CN(C)CCCn1c(=O)n(Cc2ccco2)c(=O)c2c3c(sc21)CCCCC3
  21, 4, -5, /, 24, -3, /, -6
COc1ccc(NC(=O)Nc2ccc3c(c2)C(=O)N([C@H](C)CO)C[C@H](C)[C@H](CN(C)S(=O)(=O)c2ccc(OC)cc2)O3)cc1
  /, 9, -19, 1, 11, -51, -2, /
O=C(c1cc(COc2ccc(F)c(F)c2)on1)N1CCN(C/C=C/c2ccccc2)CC1
  1, -1, -11, -1, -29, 16, 1, -33
C[C@@H]1CCCCO[C@@H](CN(C)S(=O)(=O)c2cccs2)[C@@H](C)CN([C@@H](C)CO)C(=O)c2cc(NC(=O)c3ccncc3)ccc2O1
  -13, -7, 2, 0, 1, /, -5, 5
C/C=C/c1ccc2c(c1)O[C@H](CN(C)C(=O)C1CCC1)[C@H](C)CN([C@@H](C)CO)S2(=O)=O
  -2, /, 1, /, /, -16, /, 3
CNC(=S)Nc1ccc(Nc2ccccc2)cc1
  /, 5, -1, -3, /, 24, 0, -3
CCC(C)(C)NC(=O)C(c1ccc(OC)cc1)N(C(=O)CCC(=O)Nc1cc(C)on1)c1ccc2c(c1)OCCO2 (stereo unspecified)
  6, 0, -2, 5, 15, -50, 4, -24
CCC(OC(=O)c1nsc(Cl)c1Cl)C(=O)NC(C)(C)CC (stereo unspecified)
  18, -3, 3, 3, 10, 9, 1, 4
CC/C(=N\NC(=O)C(N)=O)c1ccccc1O
  2, /, /, 3, -11, /, 1, 26
Cc1ccc(S(=O)(=O)Nc2ccc3c(c2)C(=O)N([C@H](C)CO)C[C@H](C)[C@@H](CN(C)Cc2ccc(Cl)c(Cl)c2)OCCCC[C@@H](C)O3)cc1
  -17, 12, 7, -5, 20, /, -2, -8
CC(C)CCNC(=O)c1[nH]c(C(F)(F)F)nc1-c1ccccc1
  -7, /, -2, -5, 1, 4, 0, -10
Fc1ccccc1NC(=S)NC1CCCC1
  2, -6, 3, -6, 17, 9, -2, -11
O=C(C[C@@H]1C=C[C@@H](NC(=O)CN2CCOCC2)[C@@H](CO)O1)NC1CCC1
  8, -14, -6, 8, 1, -2, 0, 18
O=C(COC(=O)c1cc(S(=O)(=O)N2CCCCC2)ccc1N1CCOCC1)c1ccccc1
  -22, -17, -8, 5, -6, -14, 1, -17
Cc1onc(-c2ccncc2)c1C(=O)O
  12, /, 28, 0, /, 106*, -3, 6
CC(C)CCN1CCN(CCCn2cccn2)CC1CCO (stereo unspecified)
  -11, -3, /, /, 16, /, /, 3
CS(=O)(=O)N1CCc2cc(S(=O)(=O)N3CCCCC3)ccc21
  16, -1, -9, /, -1, /, /, -11
Cc1cc(=O)[nH]c(CN2CCC(c3ccccc3)CC2)n1
  -4, -2, -4, /, -3, /, /, 31
COC(=O)[C@]1(Cc2ccccc2)N[C@H](CN(C)C(=O)Nc2ccccc2)[C@@H]2C(=O)N(C)C(=O)[C@@H]21
  4, -1, /, 4, 14, -4, 0, 11
C[C@@H]1CN([C@H](C)CO)C(=O)Cc2cc(NC(=O)C3CC3)ccc2O[C@H]1CN(C)S(=O)(=O)c1cccs1
  -1, /, 2, -2, -21, 14, -3, 4
O=C(O)C[C@@H]1CC[C@H]2[C@@H](COC[C@@H](O)CN2S(=O)(=O)c2ccc(F)cc2)O1
  -6, 2, -6, -3, /, 3, 1, 5
Cc1cc(C)cc(C(O)c2ncc(-c3ccccc3F)[nH]2)c1 (stereo unspecified)
  -19, /, -5, 0, 4, 3, 12, -18
CCC(=O)Nc1cccc(NC(=S)NC(=O)Cc2ccccc2)c1
  /, 26, 8, -2, /, -8, 3, /
O=C(NCCc1ccccc1)[C@@H]1[C@@H](CO)[C@@H]2Cn3c(cccc3=O)[C@H]1N2C(=O)C1CC1
  -14, -6, /, -3, /, 5, -4, 2
CC(C)C1Nc2c(O)cc(Cl)c([N+](=O)[O-])c2C2C=CCC21 (stereo unspecified)
  13, 1, /, 4, -7, /, -5, -31
CN(C)c1ccc(N/C(N)=N/c2nc(C(F)(F)F)cc(C(F)(F)F)n2)cc1
  -25, 4, /, /, 7, /, /, 3
Cc1ccc2nc(-c3cccc(Br)c3)cc(C(=O)NC3CC3)c2c1
  -11, -1, /, 0, 2, /, 1, 7
COCCn1c(SCc2cccc(F)c2)nc2cc(C(=O)OC)ccc2c1=O
  -2, -12, /, -2, 19, 7, -1, /
COc1ccc(C2=NN(C(=O)CSc3nc(=O)n4cccc(C)c4n3)C(c3ccc(C)cc3)C2)cc1 (stereo unspecified)
  16, 8, /, 3, -1, -6, 2, 12

Carrying on:
Below each compound: LGR2 inh, ARNT TACC3 PPI, PGC1a acetyl inh, PglD inh, PAX8 inh HTS, C2C12 statin, Cneo AK release, INS-1E GSIS act
O=C(NC1CCSc2ccccc21)c1ccc(F)cc1 (stereo unspecified)
  0, -5, 3, -5, -2, -3, -2, 6
Clc1ccc(CN=C2Nc3ccccc3CS2)cc1
  /, -3, 4, /, -199, 5, -2, /
CC(Nc1cc(N2CCNCC2)ccc1[N+](=O)[O-])c1ccccc1 (stereo unspecified)
  -27, 7, /, /, 17, /, /, -26
CCN(Cc1ccccc1)S(=O)(=O)c1cc2c3c(c1)CCN3C(=O)CC2
  17, -26, /, /, 6, 1, /, 6
Nc1ccc(C(=O)N2CCN(S(=O)(=O)c3ccc4c(c3)OCCO4)CC2)cc1[N+](=O)[O-]
  2, 1, 9, 0, 9, /, 0, -15
CCOC(=O)c1c(C)oc2c1c(C=NCCO)c(O)c1ccccc12
  -8, 30, 4, /, 33, /, /, -5
CCOc1ccccc1NC(=O)COC(=O)c1cc(C)oc1C
  -10, -6, /, /, -9, /, /, 7
CC(=O)N(C1=C(N2CCOCC2)C(=O)c2ccccc2C1=O)c1ccc(C(=O)O)cc1
  3, /, ?, /, 0, -49, /, -30
CC(O)(c1ccccc1)c1nc(-c2cccc(C(=O)O)c2)cs1 (stereo unspecified)
  -93, /, -1, -1, -119, 12, 4, 13
COc1ccc(C2CC(c3ccccc3)=NN2c2ccc(S(N)(=O)=O)cc2)cc1OC (stereo unspecified)
  -8, -19, -8, /, 10, /, /, 4
CCCCNC(=O)CSc1nc2ccc(Nc3nc(N4CCOCC4)nc(N4CCOCC4)n3)cc2s1
  10, -4, /, /, 23, /, /, 11
Cc1cc(C)c2nc3sc(C(=O)N4CCOCC4)c(N)c3cc2c1
  -8, 8, 7, -5, 69*, -115, -6, 0
CCOC(=O)CSc1nc2ccccc2n1C(=O)OCC
  /, -5, 7, 0, /, -9, 3, /
Cc1c(Cl)cccc1NC(=O)CC1SCCNC1=O (stereo unspecified)
  /, -5, -4, -3, -15, -5, 5, /

Assay outcomes (PubChem)

Compounds as they come. Share with any hit: about 2.9%.
